Source: PubChem
CHOP UPR activ: activators of apoptotic arm of unfolded protein response (CHOP); CHO-CHOP luciferase reporter, UPR activation, luminescence; percent of tunicamycin response over DMSO baseline; activation, % at 10 µM; 330,000 compounds, 0.34% hits;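 active means at 10 µM dose, activation of 40% or more, normalized to positive control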;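 further: 100% = tunicamycin at 10 µg/mL and 0% = DMSO alone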
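Assay system: CHO cells with stable CHOP pathway luciferase reporter; Buffer or medium: F12 plus 10% serum; Times: 16-18 h cell attachment, then 6 h compound exposure, 37 °C; Signal: luciferase luminescence; Read-out basis: percent activation relative to tunicamycin control; Control set: tunicamycin high control, DMSO low control.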
CXCR6 block: CXCR6 (human) receptor inhibition; O00574; CHO-K1 PathHunter CXCR6 beta-arrestin, luminescence; inhibition, % at 20 µM; 360,000 compounds, 0.36% hits; AID 602244; in the data active means inhibition above about 34%, passing the limit was not always enough;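 further: antagonist mode with CXCL16 agonist at 10 nM final; 0% = 10 nM CXCL16 with DMSO and 100% = unstimulated wells without agonist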
Target sequence (O00574 whole entry, looked up): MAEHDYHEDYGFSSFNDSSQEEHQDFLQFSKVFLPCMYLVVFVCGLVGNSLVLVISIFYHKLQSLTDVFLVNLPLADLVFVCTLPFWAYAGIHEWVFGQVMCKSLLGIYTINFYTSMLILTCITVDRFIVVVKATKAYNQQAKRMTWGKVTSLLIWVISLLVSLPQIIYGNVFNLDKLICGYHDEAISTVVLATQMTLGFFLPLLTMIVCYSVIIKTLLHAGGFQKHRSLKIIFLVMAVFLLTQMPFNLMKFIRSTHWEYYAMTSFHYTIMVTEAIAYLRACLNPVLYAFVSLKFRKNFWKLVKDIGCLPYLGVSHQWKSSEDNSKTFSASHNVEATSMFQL
Mdm2 MdmX PPI: inhibitors of human Mdm2/MdmX interaction | O15151+Q00987 | SaOS-2 split-luciferase Mdm2/MdmX complementation, luminescence | inhibition, % at 8 µM | 330,000 compounds, 3% hits | AID 485346;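 active means inhibition of at least 50% at 8 µM in the primary screen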
tim23-1 inh: growth inhibitors of tim23-1 mutant yeast; 330,000 compounds, 1.3% hits; S. cerevisiae tim23-1 growth, BacTiter-Glo luminescence, 24 h; AID 463212; inhibition, % at 20 µM;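 active means growth inhibition of the mutant yeast at or above 50%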;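 further: temperature-sensitive mutant grown at 25 °C; plate controls were DMSO-treated mutant yeast for no effect and medium wells lacking yeast for full effect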
APJ ag: agonists of human APJ apelin receptor | P35414 | CHO-K1 APJ PathHunter beta-arrestin, luminescence; 0% DMSO wells, 100% apelin | activation, % at 20 µM | 330,000 compounds, 0.11% hits | AID 2520;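 active means activation more than six SD over the plate average, tested at 20 µM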;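 further: 0% = DMSO alone and 100% = apelin-13 at 10 nM; some results filed as inactive read as strong as hits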
Target sequence (P35414 whole entry, looked up): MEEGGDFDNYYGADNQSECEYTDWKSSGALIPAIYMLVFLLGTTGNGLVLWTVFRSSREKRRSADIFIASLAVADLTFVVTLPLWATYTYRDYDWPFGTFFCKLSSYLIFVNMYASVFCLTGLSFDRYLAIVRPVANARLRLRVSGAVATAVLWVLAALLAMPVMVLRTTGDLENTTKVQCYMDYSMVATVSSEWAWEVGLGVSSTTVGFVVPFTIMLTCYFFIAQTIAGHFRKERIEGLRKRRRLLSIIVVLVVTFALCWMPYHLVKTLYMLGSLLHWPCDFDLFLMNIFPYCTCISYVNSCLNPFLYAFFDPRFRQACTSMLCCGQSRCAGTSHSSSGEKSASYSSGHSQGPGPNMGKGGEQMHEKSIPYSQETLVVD
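Test system – PathHunter CHO-K1 APJ (AGTRL-1) beta-arrestin reporter cells · Input – 1000 cells/well · Compound – single test compound dose, 20 µM final, 1% DMSO · Times – compound stimulation 90 min at 25 °C, detection 60 min · Technique – beta-gal luminescence · Read-out basis – APJ–arrestin association signal · Control set – negative DMSO alone, positive Apelin-13 at 10 nM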
UPR XBP1 act: activators of adaptive arm of unfolded protein response (XBP1); CHO-XBP1 luciferase reporter, IRE1-XBP1 UPR activation, luminescence; percent of tunicamycin response, DMSO as zero; activation, % at 20 µM; 330,000 compounds, 0.33% hits;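 active means versus positive control, 20 µM dose yields 30% or more activation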;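 further: 100% = tunicamycin at 10 µg/mL and 0% = DMSO only wells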
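assay system = CHO-XBP1 luciferase reporter cells | amount = 1000 cells/well | buffer or medium = F12 plus 10% FBS | compound dosing = single point, 20 µM final compound, 1% DMSO | incubation = 16-18 h cell attachment at 37 °C, then 6 h compound exposure | detection = Steady-Glo luminescence read | controls = tunicamycin 10 µg/mL and vehicle-only wells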
TIM10 inh: inhibits growth of TIM10 yeast strain; S. cerevisiae TIM10 strain growth, BacTiter-Glo luminescence, 24 h; inhibition, % at 10 µM; 330,000 compounds, 1.4% hits; AID 463195;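 active means inhibition of 40% or more at the single tested concentration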;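 further: wild-type TIM10 isogenic control strain grown at permissive 25 °C; 0% = DMSO yeast wells and 100% = minimal medium wells without yeast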
APJ antag: antagonists of human APJ apelin receptor. P35414. CHO-K1 APJ beta-arrestin complementation, luminescence. inhibition, % at 20 µM. 330,000 compounds, 0.32% hits. AID 2521;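 active means inhibition above about 40% at 20 µM, limit read from the data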;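 further: cells challenged with 10 nM apelin-13 agonist together with compound; plate controls were apelin-13 plus DMSO wells for no effect and DMSO wells lacking apelin-13 for full effect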
tim10-1 inh: inhibits growth of tim10-1 mutant yeast | inhibition, % at 20 µM | S. cerevisiae tim10-1 ts strain growth, BacTiter-Glo, 24 h | 330,000 compounds, 2.2% hits;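 active means inhibition of at least 40%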;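 further: mutant grown at 25 °C; 0% = DMSO wells with yeast and 100% = wells holding no yeast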
An asterisk follows results filed as active; . = not tested or not shown. Only part of the results is shown. The share of hits here may be higher or lower than overall.

Molecule	CHOP UPR activ	CXCR6 block	Mdm2 MdmX PPI	tim23-1 inh	APJ ag	UPR XBP1 act	TIM10 inh	APJ antag	tim10-1 inh
CCOC(=O)c1ccc(-c2ccc(/C=N/NC(=O)CN(c3ccccc3Br)S(C)(=O)=O)o2)cc1	9.4	-10	51*	23	-1	8	12	-3	7
CCOc1[nH]n(-c2ccc(Cl)cc2)c(=O)c1C=Nc1ccc(O)cc1	2.0	3	38	-14	5	7	-26	-8	-11
O=c1ccc(-c2n[nH]c(=S)n2-c2ccc(F)c(Cl)c2)n[nH]1	-1.0	-1	-9	8	4	-2	-9	3	0
CCOc1ccccc1C1C(C#N)=C(N)Oc2cc(N)ccc21 (stereo not given)	-0.1	3	13	38	-1	3	16	-10	19
Cc1c(C(=O)Nc2ccncc2)sc2nc(-c3ccccc3)cn12	9.9	-12	6	8	5	1	2	6	6
NCCCC[C@H]1CNC(=O)C(=O)N1CCC12CC3CC(CC(C3)C1)C2	-0.1	-6	11	-6	3	-1	4	7	-15
Cc1cc(C)cc(N2C(=O)CC(c3ccccc3)CC2=O)c1	2.5	-6	-3	-1	-1	-3	-3	1	1
Cc1ccc(S(=O)(=O)N2CC(=O)Nc3ccccc32)cc1	-1.3	-7	1	-2	-1	3	-11	15	-7
Cc1cc(C)cc(NC(=S)NCC2CCN(C(C)c3ccccc3)C2)c1 (stereo not given)	0.3	9	22	-7	-4	0	-11	-3	16
Cc1cc(/C=C2\NC(=O)NC2=O)c(C)n1-c1ccc(N2CCOCC2)cc1	1.2	8	10	1	2	-4	16	19	2
Cc1ccc(C(=O)N/C(=C\c2ccccc2)C(=O)OCc2ccccc2)cc1	2.6	12	-81	37	0	1	37	21	35
O=C(CN1C(=O)c2cccc3cccc1c23)Nc1ccc(S(=O)(=O)N2CCOCC2)cc1	-1.2	-1	-10	-8	-1	-4	1	-13	-9

Going on with the list:
Molecule	CHOP UPR activ	CXCR6 block	Mdm2 MdmX PPI	tim23-1 inh	APJ ag	UPR XBP1 act	TIM10 inh	APJ antag	tim10-1 inh
COc1c(O)ccc2cnn(-c3ccccc3C)c(=O)c12	5.1	-2	-18	-16	-2	0	-14	8	-20
COc1cccc(NC(=O)C(Cc2ccccc2)n2cccc2)c1 (stereo not given)	0.6	-10	16	22	-3	-2	38	2	22
COc1ccc([N+](=O)[O-])cc1NC(=O)C(C)OC(=O)C1CCC1 (stereo not given)	0.4	7	0	18	-4	1	10	6	29
O=C(NCCc1ccccc1)c1cccc(S(=O)(=O)NCc2ccccc2)c1	1.4	3	0	14	2	-2	6	-10	6
S=c1[nH]nc(CCc2ccccc2)n1Cc1ccccc1	0.9	5	-31	14	-1	3	30	11	35
CCOC(=O)C1(Cc2ccccc2)CCN(Cc2cccc(OC)c2O)CC1	0.3	0	17	19	-3	-2	21	-2	18
CCOC(=O)C1ON2CCCCC2C1(O)C(F)(F)F (stereo not given)	0.8	-2	11	1	-1	2	-8	-2	3
O=C(O)c1ccc(/C=C2\SC(=S)N(NC(=O)c3ccccc3[N+](=O)[O-])C2=O)cc1	-0.3	-3	-5	18	-4	-2	15	0	24
CNc1c(NC(=O)COc2ccc(Cl)cc2)c(=O)oc2ccccc12	-0.2	-6	22	-4	2	-1	-23	12	-14
CCOc1ncccc1C(=O)OCC(=O)Nc1cccc(S(N)(=O)=O)c1	1.1	-6	-3	10	-1	-1	-4	26	3
COCCNCCCCSc1ccc(Cl)cc1	0.6	-3	8	-7	-7	-1	12	-1	16
Cc1c(C(=O)NCc2ccccn2)oc2ccccc12	4.2	8	-5	7	1	3	-1	2	24

Continued:
Molecule	CHOP UPR activ	CXCR6 block	Mdm2 MdmX PPI	tim23-1 inh	APJ ag	UPR XBP1 act	TIM10 inh	APJ antag	tim10-1 inh
CNC(=S)NNC(=O)c1cc(-c2cccnc2)nc2ccccc12	0.7	10	15	49	-9	-2	34	10	49*
Cc1ncc(S(=O)(=O)c2ccccc2)c(-c2ccc(Cl)cc2Cl)n1	-0.8	3	20	18	-4	-5	18	6	5
Cc1cc(OCC(=O)NCCN2CCOCC2)cc(C)c1Cl	-0.1	-1	-10	-2	-5	0	9	4	-11
COc1ccc(Br)cc1CN1CCC(N2CCCC2)CC1	2.5	-3	4	-14	-1	-2	-19	12	-32
O=C(NC1CCS(=O)(=O)C1)C1CCCCN1S(=O)(=O)c1ccc(Cl)cc1 (stereo not given)	-1.2	-8	12	20	2	-1	3	-1	16
Cc1nn(Cc2ccccc2Cl)c(Cl)c1/C=C/C(=O)OCC(=O)NC1CCS(=O)(=O)C1 (stereo not given)	-0.7	8	16	13	-4	3	12	11	12
Cc1cccc(OCc2nnc(SCc3nc4cc(C(F)(F)F)ccc4c(=O)[nH]3)o2)c1	1.5	0	-51	9	7	2	23	4	22
Cc1ccc(Nc2nc(-c3ccc(S(=O)(=O)N4CCOCC4)cc3)cs2)cc1Cl	13	-10	63*	16	0	10	24	-8	25
CC(NC(=O)c1cc(COc2cccc(C(F)(F)F)c2)on1)c1nccs1 (stereo not given)	4.5	-3	-4	16	1	-2	-2	5	20
Cn1c(SCC(=O)Nc2cccnc2Cl)nnc1-c1ccco1	0.6	1	-2	-4	-2	-2	-6	8	-2
Cn1cccc1/C=C1\SC(=Nc2ccc(O)cc2)NC1=O	3.2	2	68*	0	-3	18	9	6	-18
O=C(NC1(C(F)(F)F)N=C2SCCN2C1=O)c1ccccc1 (stereo not given)	-0.1	6	10	9	-2	0	-8	18	2

Further compounds follow:
Molecule	CHOP UPR activ	CXCR6 block	Mdm2 MdmX PPI	tim23-1 inh	APJ ag	UPR XBP1 act	TIM10 inh	APJ antag	tim10-1 inh
Cc1cccc(NC(=O)C2Cc3ccccc3O/C2=N\O)c1 (stereo not given)	0.9	-6	-24	0	-2	-4	5	7	-10
CSc1ncccc1C(=O)OCc1cccc([N+](=O)[O-])c1	-1.5	-9	12	8	4	0	5	-7	20
CCOC(=O)C1(Cc2ccc(Cl)cc2)CCN(Cc2cnc(N)nc2)CC1	-0.7	-1	-7	9	-1	-2	8	-10	9
C#Cc1ccc([C@@H]2C=C(C(=O)N3CCN(Cc4ccc5c(c4)OCO5)CC3)O[C@H](OCC)[C@H]2CCCO)cc1	-0.5	25	15	27	-8	2	12	8	22
O=C(Sc1cccc2cccnc12)c1ccc(F)cc1	69*	.	93*	80*	-8	-3	55*	44*	76*
COC(=O)[C@@H]1C[C@]2(Br)c3ccccc3N(S(=O)(=O)c3ccccc3)[C@@H]2N1C(=O)OC	0.9	-1	15	13	-5	-2	13	3	21
CCCCCC(=O)OC(CN1CCCCC1)CN1CCCC1=O (stereo not given)	-1.7	0	16	12	-2	-3	4	3	1
COC(=O)C1=CN(C2CCCCC2)C=C(C(=O)OC)C1c1ccc2c(c1)OCO2	7.2	12	18	-5	-5	7	22	18	16
CCc1nnc(NC(=O)[C@@H](NC(=O)c2cc(OC)cc(OC)c2)C(C)C)s1	-1.1	-2	-1	-4	0	-3	-1	4	4
CC(OC(=O)c1ccccc1NS(=O)(=O)c1cccc(N)c1)C(=O)N(C)Cc1ccccc1 (stereo not given)	0.2	3	-18	22	1	-3	6	6	6
O=C(COC(=O)CNC(=O)c1sc2ccccc2c1Cl)Nc1c(Cl)cc(Cl)cc1Cl	4.0	3	-24	3	0	1	4	14	8
CSc1ccccc1NC(=O)CN(C)CC(=O)Nc1ccccc1C(F)(F)F	-1.5	2	-1	23	-3	2	-14	3	13

Entries of single compounds, looked up by structure.
`CCOC(=O)C1(Cc2ccc(Cl)cc2)CCN(Cc2cnc(N)nc2)CC1` as listed: CHOP UPR activ: -0.7; CXCR6 block: -1; Mdm2 MdmX PPI: -7; tim23-1 inh: 9; APJ ag: -1; UPR XBP1 act: -2; TIM10 inh: 8; APJ antag: -10; tim10-1 inh: 9
`COC(=O)[C@@H]1C[C@]2(Br)c3ccccc3N(S(=O)(=O)c3ccccc3)[C@@H]2N1C(=O)OC` as listed: CHOP UPR activ: 0.9; CXCR6 block: -1; Mdm2 MdmX PPI: 15; tim23-1 inh: 13; APJ ag: -5; UPR XBP1 act: -2; TIM10 inh: 13; APJ antag: 3; tim10-1 inh: 21

(continued)
Molecule	CHOP UPR activ	CXCR6 block	Mdm2 MdmX PPI	tim23-1 inh	APJ ag	UPR XBP1 act	TIM10 inh	APJ antag	tim10-1 inh
CSc1ccccc1NC(=O)C1CC(c2ccccc2Cl)=NO1 (stereo not given)	5.1	1	3	37	-1	-4	14	6	12
O=C(N/N=C/c1ccco1)C1CC1(c1ccccc1)c1ccccc1 (stereo not given)	1.2	8	33	33	1	-1	34	0	9
O=C(Cc1ccc(Cl)cc1)Nc1cccc2ncccc12	0.0	3	17	-9	-3	0	-14	18	-4
CC(C)c1nc(C(=O)N2CCCC(CCC(=O)N(C)CCc3ccccn3)C2)cs1 (stereo not given)	0.4	-6	18	5	0	0	1	15	12
COc1cc2oc(=O)ccc2c(OC)c1CC(O)C(C)(C)O (stereo not given)	-2.1	-5	-18	15	2	1	-2	-2	-4
COc1cccc(CN2CCN(C(c3ccccc3)c3ccccc3)CC2)c1O	1.7	-2	23	2	-5	-7	19	-7	17
COc1ccc(NC(=O)CN2C(=O)NC3(CCCCC3C)C2=O)cc1S(=O)(=O)N1CCOCC1 (stereo not given)	2.6	-7	9	11	0	-3	-4	16	-3
CCN(CC)S(=O)(=O)c1ccc(CNC(=O)CN2C(=O)NC3(CCc4ccccc43)C2=O)cc1 (stereo not given)	0.2	1	17	9	0	-3	0	21	-11
